PMI act satM6P: increases human PMI activity with near-saturating mannose 6-phosphate; P34949; coupled PMI enzyme assay, resazurin fluorescence, 20 min; hits give high values; 1 = untreated enzyme, 0 = substrate-free blank; 190,000 compounds, 0.34% hits; activation factor at 20 µM;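 active means activation factor of 2 or more at 20 µM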
Target sequence (P34949 whole entry, looked up): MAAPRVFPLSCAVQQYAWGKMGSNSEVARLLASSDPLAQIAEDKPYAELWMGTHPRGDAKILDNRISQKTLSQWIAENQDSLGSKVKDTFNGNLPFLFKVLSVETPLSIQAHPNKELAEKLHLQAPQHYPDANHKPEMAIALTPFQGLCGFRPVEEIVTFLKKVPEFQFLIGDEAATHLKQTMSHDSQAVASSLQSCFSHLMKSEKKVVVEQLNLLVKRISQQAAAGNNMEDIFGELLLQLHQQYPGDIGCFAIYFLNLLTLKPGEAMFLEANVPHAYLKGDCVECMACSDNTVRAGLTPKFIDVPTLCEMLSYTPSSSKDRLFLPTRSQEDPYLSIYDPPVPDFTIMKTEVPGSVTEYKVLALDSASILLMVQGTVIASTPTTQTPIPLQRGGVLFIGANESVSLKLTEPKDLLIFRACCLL
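Material: human phosphomannose isomerase with PGI, G6PDH, diaphorase coupling enzymes. Quantity: 15 ng/mL PMI. Medium: HEPES pH 7.4 buffer with MgCl2 and Tween-20. Reagent: Near-saturating mannose-6-phosphate, 1.0 mM. Compound: 20 µM single dose. Times: enzyme reaction with compound 20 min at room temperature. Detection: resorufin fluorescence at Ex 544/Em 590 nm.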
TNAP act hi DEA: TNAP (human) activation, high acceptor. 200,000 tested, under 10 active. P05186. purified TNAP, CDP-star luminescence, 1 M DEA, 30 min; hits give high values; 0 = EDTA background, 1 = DMSO-only activity. activation factor at 20 µM;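 active means activation factor at least 2 at 20 µM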
Target sequence (P05186 whole entry, looked up): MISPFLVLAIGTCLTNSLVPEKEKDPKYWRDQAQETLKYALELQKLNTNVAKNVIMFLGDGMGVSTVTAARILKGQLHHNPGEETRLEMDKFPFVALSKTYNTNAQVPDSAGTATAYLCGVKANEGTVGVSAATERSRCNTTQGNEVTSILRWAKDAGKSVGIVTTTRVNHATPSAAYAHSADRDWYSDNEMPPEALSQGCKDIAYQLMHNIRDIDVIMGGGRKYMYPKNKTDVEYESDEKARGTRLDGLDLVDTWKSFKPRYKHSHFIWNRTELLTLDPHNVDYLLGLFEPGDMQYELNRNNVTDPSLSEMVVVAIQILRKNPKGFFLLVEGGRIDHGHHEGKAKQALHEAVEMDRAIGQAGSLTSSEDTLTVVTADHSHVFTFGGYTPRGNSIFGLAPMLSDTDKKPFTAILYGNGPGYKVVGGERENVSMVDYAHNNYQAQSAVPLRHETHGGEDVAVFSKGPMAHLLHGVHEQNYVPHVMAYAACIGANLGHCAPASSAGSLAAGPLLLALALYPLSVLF
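Measured by: Luminescent substrate turnover signal | Test system: Human TNAP | Input: TNAP 1/800 final | Dosing: 20 µM single point | Schedule: 30 min, room temperature | Controls: EDTA wells as negative control, DMSO wells as positive control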
TNAP inh no acc: blocks human TNAP activity with no phosphate acceptor present | 200,000 compounds, 0.26% hits | inhibition, % at 20 µM | purified TNAP, CDP-star luminescence, 30 min | P05186;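 active means tissue-nonspecific alkaline phosphatase inhibition above about 50% at 20 µM in the single-dose screen, limit read from the data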;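 further: 0% = DMSO negative control and 100% = EDTA positive control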
FLuc act counter: firefly luciferase counter-screen for stimulation assays; AID 1027; ATPlite luciferase biochemical, luminescence, 10 min; 0 = ATP-free wells, 1 = DMSO control; P08659; activation factor at 10 µM; 200,000 tested, under 10 active;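 active means luciferase activation factor, scaled between plate controls, of at least 2 with compound at 10 µM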
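Assay system: Luciferase/luciferin reagent mix; Medium: PBS as buffer for the ATP substrate; Dosing: test compounds dosed from 2 mM stocks in 100% DMSO; Times: 10 min, room temperature; Signal: luminescence from luciferase reaction; Read-out: luciferase activation; Controls: No-ATP low control, compound-free enzyme-plus-ATP high control.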
Diaphorase inh: counter-screen for diaphorase-based assays: diaphorase inhibitors and chemical oxidizers; 190,000 compounds, 0.69% hits; diaphorase resazurin-to-resorufin fluorescence, NADH, 16 min; bacterial (C. kluyveri) enzyme, not human; AID 1217; inhibition, % at 20 µM;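 active means primary screen inhibition at 20 µM above a set limit, cut at about 50% in these data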;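 further: plate controls were DMSO with full reaction for no effect and wells lacking NADH for full effect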
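Detection: fluorescence of resorufin formed from resazurin, Ex 544/Em 590 nm; test system: Clostridium kluyveri diaphorase enzyme; amount: 0.14 U/mL diaphorase, enzyme working solution; times: 16-min room-temperature incubation before reading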
TNAP inh hiacc: inhibitors of human TNAP at high phosphate acceptor concentration; P05186; purified TNAP, CDP-star luminescence, 1 M DEA; inhibition, % at 20 µM; 200,000 compounds, 0.03% hits; AID 1135;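 active means over 50% inhibition of tissue-nonspecific alkaline phosphatase at 20 µM in the single-dose screen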;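 further: plate controls were DMSO wells for no effect and EDTA-quenched wells as full inhibition for full effect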
Diaph act CS: diaphorase activation or chemical reduction counter-screen. Diaphorase/resazurin coupled assay, resorufin fluorescence, 16 min; hits give high values; 1 = vehicle wells, 0 = NADH-free wells. activation factor at 20 µM. 190,000 compounds, 0.005% hits. AID 1229;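 active means diaphorase activity raised at least twofold by the compound at 20 µM; inactive means activation factor below 2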
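Material: bacterial diaphorase enzyme (C. kluyveri); amount: enzyme 0.07 U/mL final; reagent: NADH substrate 0.114 mM plus resazurin dye 0.1 mM, final; doses: single compound dose of 20 µM, 1% DMSO final; timing: 16 min enzyme reaction, ambient temperature; measured by: fluorescence of resorufin, 544 nm excitation, 590 nm emission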
G6PDH CS: counter-screen for G6PDH assay hits: L. mesenteroides G6PDH inhibition; inhibition, % at 5 µM; Purified L. mesenteroides G6PDH, diaphorase/resazurin coupled fluorescence, 45 min; 200,000 compounds, 0.12% hits; in the data active means inhibition above about 50%
PMI act: activators of human phosphomannose isomerase; P34949; purified human PMI, coupled resazurin fluorescence, 20 min; hits give high values; 1 = vehicle control, 0 substrate-free wells; activation factor at 20 µM; 190,000 compounds, 0.005% hits; AID 1214;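 active means activation factor of 2 or more at 20 µM, relative to plate controls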
HMGR II inh: blocks class II HMG-CoA reductase of Enterococcus faecalis; purified E. faecalis HMGR, NADPH absorbance 340 nm kinetic; inhibition, % at 10 µM; 190,000 compounds, 0.41% hits;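 active means inhibition above a set limit, the median over all tested compounds plus 3 SD, cut at about 9.5% in these data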;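 further: enzyme runs in reverse so mevalonate oxidation gives rising NADPH absorbance; 0% = complete reaction with DMSO and 100% = background rate lacking mevalonate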
Numbers without * were called inactive.

Cc1ccc(NC(=O)Cc2ccccc2Cl)cc1S(=O)(=O)N(C)C was read as PMI act satM6P 1.1, TNAP act hi DEA 1, TNAP inh no acc -8, FLuc act counter 1, Diaphorase inh 0, TNAP inh hiacc -1, Diaph act CS 1, G6PDH CS 4, PMI act 1 and HMGR II inh 5.
CCC(=O)NS(=O)(=O)c1cccnc1Nc1ccccc1Cl was read as PMI act satM6P 0.9, TNAP act hi DEA 1, TNAP inh no acc -2, FLuc act counter 1, Diaphorase inh 13, TNAP inh hiacc 5, Diaph act CS 0.9, G6PDH CS 6, PMI act 0.9 and HMGR II inh -4.
CCOC(=O)CSc1nnc(-c2c[nH]c3ccccc23)n1CC was read as PMI act satM6P 1, TNAP act hi DEA 1, TNAP inh no acc -11, FLuc act counter 1, Diaphorase inh -5, TNAP inh hiacc 0, Diaph act CS 1.1, G6PDH CS -5, PMI act 1 and HMGR II inh 2.
Screening CCOC(=O)Cc1csc(NC(=O)CC)n1 returned PMI act satM6P 1, TNAP act hi DEA 1, TNAP inh no acc 4, FLuc act counter 1.1, Diaphorase inh 6, TNAP inh hiacc -3, Diaph act CS 0.9, G6PDH CS 23, PMI act 1.1 and HMGR II inh -1.
For Cn1c(=O)c2c(ncn2CC(=O)OCC(=O)Nc2ccc(Cl)cc2)n(C)c1=O the results were PMI act satM6P 1.1, TNAP act hi DEA 1, TNAP inh no acc -3, FLuc act counter 1, Diaphorase inh 7, TNAP inh hiacc -1, Diaph act CS 0.9, G6PDH CS 3, PMI act 1.1 and HMGR II inh -3.
`CC1(C)CC(=O)C(C=NCCN2CCN(CCCCS(=O)(=O)O)CC2)=C(O)C1` gave PMI act satM6P 0.9, TNAP act hi DEA 1, TNAP inh no acc -13, FLuc act counter 1.1, Diaphorase inh 14, TNAP inh hiacc -4, Diaph act CS 0.9, G6PDH CS -3, PMI act 0.9 and HMGR II inh -1.
C#CCNC(=O)C1=C[C@H](c2cn(C(C)=O)c3ccccc23)C[C@H](OCc2ccc(CO)cc2)O1 was read as PMI act satM6P 0.9, TNAP act hi DEA 1.1, TNAP inh no acc -10, FLuc act counter 1, Diaphorase inh 26, TNAP inh hiacc -9, Diaph act CS 0.7, G6PDH CS 16, PMI act 1 and HMGR II inh -2.
CCn1c(O)c(N=NC(=O)CNc2cccc(C)c2)c2ccccc21 was read as PMI act satM6P 0.9, TNAP act hi DEA 0.9, TNAP inh no acc 9, FLuc act counter 1, Diaphorase inh 14, TNAP inh hiacc 7, Diaph act CS 0.9, G6PDH CS -12, PMI act 0.8 and HMGR II inh -4.
CN1CCC(=NNC(=O)c2cn(-c3ccccc3)nc2-c2ccccc2)CC1 was read as PMI act satM6P 0.9, TNAP act hi DEA 1.1, TNAP inh no acc -9, FLuc act counter 1, Diaphorase inh 13, TNAP inh hiacc -7, Diaph act CS 0.9, G6PDH CS 1, PMI act 1.1 and HMGR II inh 2.
For COc1ccccc1CN1CCN(C(CC(C)C)c2nnnn2Cc2cccs2)CC1 (stereo not drawn) the results were PMI act satM6P 1.1, TNAP act hi DEA 1, TNAP inh no acc -3, FLuc act counter 1, Diaphorase inh 2, TNAP inh hiacc 0, Diaph act CS 1, G6PDH CS 3, PMI act 1 and HMGR II inh 2.
For COc1cccc(C2CC(c3ccccc3)Nc3ncnn32)c1 (stereo not drawn) the results were PMI act satM6P 0.9, TNAP act hi DEA 1, TNAP inh no acc -3, FLuc act counter 1, Diaphorase inh 8, TNAP inh hiacc -2, Diaph act CS 0.9, G6PDH CS 35, PMI act 0.9 and HMGR II inh -5.
Screening COc1ccccc1C(=O)NNC(=S)NC(=O)c1cc(OC)c(OC)c(OC)c1 returned PMI act satM6P 1.2, TNAP act hi DEA 1, TNAP inh no acc -127, FLuc act counter 1, Diaphorase inh -1, TNAP inh hiacc 2, Diaph act CS 1, G6PDH CS 4, PMI act 1.1 and HMGR II inh -5.

4 compounds drawn at random from the list so far, as already listed:
Cc1ccc(NC(=O)Cc2ccccc2Cl)cc1S(=O)(=O)N(C)C was read as PMI act satM6P 1.1, TNAP act hi DEA 1, TNAP inh no acc -8, FLuc act counter 1, Diaphorase inh 0, TNAP inh hiacc -1, Diaph act CS 1, G6PDH CS 4, PMI act 1 and HMGR II inh 5.
CCC(=O)NS(=O)(=O)c1cccnc1Nc1ccccc1Cl was read as PMI act satM6P 0.9, TNAP act hi DEA 1, TNAP inh no acc -2, FLuc act counter 1, Diaphorase inh 13, TNAP inh hiacc 5, Diaph act CS 0.9, G6PDH CS 6, PMI act 0.9 and HMGR II inh -4.
`CC1(C)CC(=O)C(C=NCCN2CCN(CCCCS(=O)(=O)O)CC2)=C(O)C1` gave PMI act satM6P 0.9, TNAP act hi DEA 1, TNAP inh no acc -13, FLuc act counter 1.1, Diaphorase inh 14, TNAP inh hiacc -4, Diaph act CS 0.9, G6PDH CS -3, PMI act 0.9 and HMGR II inh -1.
CCn1c(O)c(N=NC(=O)CNc2cccc(C)c2)c2ccccc21 was read as PMI act satM6P 0.9, TNAP act hi DEA 0.9, TNAP inh no acc 9, FLuc act counter 1, Diaphorase inh 14, TNAP inh hiacc 7, Diaph act CS 0.9, G6PDH CS -12, PMI act 0.8 and HMGR II inh -4.

Next compounds:
For Cc1sc2ncnc(N3CCC(C(=O)Oc4cccc(Cl)c4Cl)CC3)c2c1C the results were PMI act satM6P 0.9, TNAP act hi DEA 1, TNAP inh no acc -4, FLuc act counter 1, Diaphorase inh 14, TNAP inh hiacc -2, Diaph act CS 0.9, G6PDH CS -1, PMI act 0.9 and HMGR II inh 0.
Screening Cc1ccc(C(=O)N/N=C\c2ccc[nH]2)cn1 returned PMI act satM6P 1.1, TNAP act hi DEA 1.1, TNAP inh no acc -5, FLuc act counter 0.8, Diaphorase inh 9, TNAP inh hiacc -6, Diaph act CS 0.9, G6PDH CS -3, PMI act 1.1 and HMGR II inh 2.
`COc1ccc(NC(=O)COC(=O)c2cc(SC)ccc2Cl)c(OC)c1` gave PMI act satM6P 1.1, TNAP act hi DEA 1, TNAP inh no acc 6, FLuc act counter 1.1, Diaphorase inh 1, TNAP inh hiacc -1, Diaph act CS 1, G6PDH CS 13, PMI act 0.9 and HMGR II inh -4.
`Cc1ccc(NC(=O)COc2ccc(/C=N/NC(=O)CSCc3ccccc3)cc2)cc1` gave PMI act satM6P 0.9, TNAP act hi DEA 1.1, TNAP inh no acc -9, FLuc act counter 1.1, Diaphorase inh 9, TNAP inh hiacc -6, Diaph act CS 0.9, G6PDH CS -56, PMI act 0.9 and HMGR II inh -1.
Screening Cc1nn(CC(=O)N2CCN(Cc3ccccc3)CC2)c(=O)c2ccccc12 returned PMI act satM6P 1.1, TNAP act hi DEA 1, TNAP inh no acc -11, FLuc act counter 1.1, Diaphorase inh -3, TNAP inh hiacc -2, Diaph act CS 1, G6PDH CS 0, PMI act 1 and HMGR II inh -7.
Screening COCC(=O)NNC(=O)c1ccc(OC)cc1 returned PMI act satM6P 1, TNAP act hi DEA 1, TNAP inh no acc -5, FLuc act counter 1, Diaphorase inh 2, TNAP inh hiacc -2, Diaph act CS 1, G6PDH CS -1, PMI act 1 and HMGR II inh 3.
`COc1cccc(CN2CCN(Cc3c(C)nn(C(C)C)c3C)CC2CCO)c1` (stereo not drawn) gave TNAP act hi DEA 1, TNAP inh no acc -6, FLuc act counter 1, TNAP inh hiacc -2, G6PDH CS 16 and HMGR II inh -2.
For CC(C)C(=O)Nc1ccc2nn(-c3ccccc3)nc2c1 the results were PMI act satM6P 1, TNAP act hi DEA 1, TNAP inh no acc -7, FLuc act counter 0.3, Diaphorase inh 10, TNAP inh hiacc -5, Diaph act CS 0.9, G6PDH CS 8, PMI act 1 and HMGR II inh -1.
CCC(C)NS(=O)(=O)c1ccc(OCC(=O)N2CCCC2)cc1 (stereo not drawn) was read as PMI act satM6P 1.1, TNAP act hi DEA 1, TNAP inh no acc -6, FLuc act counter 1, Diaphorase inh -2, TNAP inh hiacc 4, Diaph act CS 1, G6PDH CS 4, PMI act 1.1 and HMGR II inh -1.
For COc1ccc(S(=O)(=O)Nc2ccccn2)cc1C the results were PMI act satM6P 1.1, TNAP act hi DEA 1.1, TNAP inh no acc -9, FLuc act counter 1.1, Diaphorase inh -9, TNAP inh hiacc -7, Diaph act CS 1.1, G6PDH CS 8, PMI act 1 and HMGR II inh -1.
Screening COc1cccc(OCC(O)CN2CCOCC2)c1 (stereo not drawn) returned PMI act satM6P 1, TNAP act hi DEA 1, TNAP inh no acc -11, FLuc act counter 1, Diaphorase inh -4, TNAP inh hiacc -3, Diaph act CS 1, G6PDH CS 3, PMI act 1 and HMGR II inh 1.
For COC(=O)/C=c1/s/c(=C(\C#N)C(=O)NCc2ccco2)n(-c2ccc(C)cc2)c1=O the results were PMI act satM6P 1.2, TNAP act hi DEA 1, TNAP inh no acc 0, FLuc act counter 1.1, Diaphorase inh 5, TNAP inh hiacc 2, Diaph act CS 1, G6PDH CS 1, PMI act 1.3 and HMGR II inh -2.
For COc1ccc(Cn2c3ccc(OC)cc3c3nc4ccccc4nc32)cc1 the results were PMI act satM6P 0.9, TNAP act hi DEA 1, TNAP inh no acc -27, FLuc act counter 1, Diaphorase inh 12, TNAP inh hiacc 3, Diaph act CS 0.9, G6PDH CS -8, PMI act 0.8 and HMGR II inh 0.
Screening O=C(c1ccco1)N1CCCN(Cc2cn[nH]c2-c2ccc(-c3ccccc3)cc2)CC1 returned PMI act satM6P 0.9, TNAP act hi DEA 1.1, TNAP inh no acc -8, FLuc act counter 1, Diaphorase inh 22, TNAP inh hiacc -7, Diaph act CS 0.8, G6PDH CS 12, PMI act 0.8 and HMGR II inh -15.
For Cn1ncc2c(Nc3ccccc3Br)ncnc21 the results were PMI act satM6P 0.9, TNAP act hi DEA 1, TNAP inh no acc -5, FLuc act counter 1, Diaphorase inh 12, TNAP inh hiacc 1, Diaph act CS 0.9, G6PDH CS 3, PMI act 0.9 and HMGR II inh 4.
`Cc1ccccc1C(=O)NC1CCN(CC(=O)Nc2ccc3c(c2)OCO3)CC1` gave PMI act satM6P 1, TNAP act hi DEA 1, TNAP inh no acc -12, FLuc act counter 1, Diaphorase inh 5, TNAP inh hiacc -3, Diaph act CS 1, G6PDH CS -5, PMI act 1 and HMGR II inh 5.

Assay outcomes deposited in PubChem by several laboratories.
